PfHsp40 yeast – rescue of yeast from PfHsp40 toxicity, primary screen, S. cerevisiae, ATP luminescence. growth rescue, % at 12.5 µM. S. cerevisiae expressing PfHsp40, growth rescue. hit rate 0.68% among 340,000; in the data active = growth rescue above about 28%, passing the limit was not always enough;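 also: yeast W303a lacking pdr1 and pdr3 grown in galactose medium; growth measured after three days at 30 °C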
FBA Mtb inh – Mtb FBA enzyme inhibitors, primary screen, biochemical, fluorescence, strain H37Rv | Fructose-bisphosphate aldolase (Mycobacterium tuberculosis (strain ATCC 25618 / H37Rv)), … | purified M. tuberculosis FBA, fluorescence read-out | inhibition, % at 1 µM | hit rate 2.3% among 360,000 | AID 588726, 2011; in the data active = inhibition above about 27%;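 also: 0% = vehicle and 100% = reference inhibitor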
Target sequence (P9WQA3 whole entry, looked up): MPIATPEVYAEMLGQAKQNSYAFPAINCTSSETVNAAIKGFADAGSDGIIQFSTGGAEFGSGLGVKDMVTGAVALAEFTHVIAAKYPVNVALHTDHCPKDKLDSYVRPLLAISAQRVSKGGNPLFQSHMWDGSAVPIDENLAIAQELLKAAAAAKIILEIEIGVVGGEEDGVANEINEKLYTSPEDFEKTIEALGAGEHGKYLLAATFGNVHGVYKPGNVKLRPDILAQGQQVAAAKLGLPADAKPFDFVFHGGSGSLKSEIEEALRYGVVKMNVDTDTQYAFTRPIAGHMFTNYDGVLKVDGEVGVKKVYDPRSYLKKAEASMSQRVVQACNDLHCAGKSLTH
TcdB inh – TcdB glycohydrolase inhibitors, primary screen, biochemical, single point, plate reader; hit rate 0.24% among 350,000; TcdB glycohydrolase enzymatic assay; inhibition, % at 9.99 µM; in the data active = inhibition above about 10%
FadD28 FP inh – inhibitors of FadD28 bisubstrate probe binding, primary screen, biochemical, fluorescence polarization, single point; Mycobacterium tuberculosis FadD28 fatty-acid-AMP ligase; inhibition, % at 12.5 µM; hit rate 0.22% among 360,000; AID 588549, 2011; in the data active = inhibition above about 8.5%, passing the limit was not always enough
Vc quorum ag – inducers of Vibrio cholerae quorum light production without autoinducers, primary screen, BH1578 luxS cqsA deficient, single point. V. cholerae BH1578 lux reporter, luminescence, 6 h. hit rate 0.16% among 350,000. activation, % at 18.7 µM; in the data active = activation mostly above about 9.7%, no sharp cut-off; also: not every result past the cut was called active; inactives centre near 0; reference of the scale not given here
GDH-TPI inh – GDH-TPI coupling enzyme inhibitors, primary screen, artefact control for M. tuberculosis FBA inhibitor project, biochemical, absorbance, full deck; GDH-TPI coupled enzyme counterscreen, NADH absorbance; inhibition, % at 4.8 µM; hit rate 1.2% among 360,000; in the data active = inhibition above about 30%;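 also: 0% = DMSO wells and 100% = wells lacking the enzyme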
Mtb UGM inh – M. tuberculosis UGM enzyme inhibitors, primary screen, biochemical, fluorescence polarization, single point; hit rate 0.06% among 320,000; UDP-galactopyranose mutase (Mycobacterium tuberculosis (strain ATCC 25618 / H37Rv)), …; purified UGM, fluorescence polarization probe displacement; inhibition, % at 10 µM; in the data active = inhibition above about 10%, passing the limit was not always enough
Target sequence (P9WIQ1 whole entry, looked up): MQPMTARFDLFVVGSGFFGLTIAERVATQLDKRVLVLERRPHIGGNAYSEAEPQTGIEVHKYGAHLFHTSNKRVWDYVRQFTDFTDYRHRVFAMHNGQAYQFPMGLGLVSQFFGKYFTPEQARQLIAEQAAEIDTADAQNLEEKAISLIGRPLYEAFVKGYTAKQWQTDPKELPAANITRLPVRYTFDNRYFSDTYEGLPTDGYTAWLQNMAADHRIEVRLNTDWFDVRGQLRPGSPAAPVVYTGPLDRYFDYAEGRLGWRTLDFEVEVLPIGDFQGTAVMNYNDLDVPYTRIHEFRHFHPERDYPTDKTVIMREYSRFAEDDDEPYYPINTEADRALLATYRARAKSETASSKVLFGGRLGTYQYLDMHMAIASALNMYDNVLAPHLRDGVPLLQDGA
Y pestis TopoI – Yersinia pestis topoisomerase I inhibitors, primary screen, biochemical, cleavage product accumulation, plate reader, single point | Y. pestis Topo-I cleavage product accumulation | activity, % at 10 µM | hit rate 0.064% among 360,000 | AID 504884, 2011; in the data active = activity above about 50%, passing the limit was not always enough; also: inactives centre near 2
BioA inh – M. tuberculosis BioA enzyme inhibitors, primary screen, biochemical, plate reader, single point, HTS | hit rate 0.096% among 360,000 | inhibition, % at 9.99 µM | purified M. tuberculosis BioA enzyme | 7,8-diaminopelargonic acid synthase BioA (Mycobacterium tuberculosis); in the data active = inhibition above about 40%
Numbers without * were called inactive; i = inactive; . = no result given; & = joins results of further samples.

SMILES | PfHsp40 yeast | FBA Mtb inh | TcdB inh | FadD28 FP inh | Vc quorum ag | GDH-TPI inh | Mtb UGM inh | Y pestis TopoI | BioA inh
Cc1sc2ncn(CC(=O)N3CCN(c4ccc(F)cc4)CC3)c(=O)c2c1S(=O)(=O)N1CCOCC1 | 0.7 | 1.5 | 0.7 | -3.1 | -0.4 | -4.5 | -0.2 | -5.0 | -1.1
COc1ccc(OC)c2[nH]c(=O)c(CCNC(=O)c3ccc(S(=O)(=O)N(C)C)cc3)cc12 | 1.2 | 2.1 | . | -0.4 | i | 5.4 | 2.1 | 12.3 | .
Cc1ccc(CN2CC(N3CCN(C)CC3)CS2(=O)=O)cc1 (stereo unspecified) | . | 1.7 | 1.6 | -1.3 | . | . | . | . | -1.4
Cc1ccc(NC(=O)NNC(=O)c2snnc2C)cc1 | -0.4 | 1.6 | 2.7 | 0.0 | -0.3 | -0.3 | -0.7 | 2.0 | 1.2
COc1ccc(C2CC(c3c(Cl)cccc3Cl)n3nc(N)nc3N2)cc1 (stereo unspecified) | -1.2 | 3.7 | 1.0 | 0.5 | i | 5.9 | 0.5 | 13.0 | -1.3
Cc1cc(-c2ccc(Br)cc2)n2nc(C)cc2n1 | . | 1.4 | 2.7 | -1.2 | 0.3 | 3.6 | . | 19.3 | 13.7
N#Cc1ccccc1NC(=O)c1ccc2c(c1)OCCO2 | -0.5 | 2.1 | -3.0 | 0.0 | -0.6 | -7.4 | 4.0 | -2.0 | 3.5
COc1ccc(C(=O)N(c2ccc(C)cc2)C2C=CS(=O)(=O)C2)cc1OC (stereo unspecified) | -1.8 | 3.0 | 0.1 | -2.5 | -0.5 | 8.8 | -0.9 | 8.1 | 4.6
CS(=O)(=O)N1CCCC(C(=O)N2CCN(c3cccc(Cl)c3)CC2)C1 (stereo unspecified) | -1.4 | -1.0 | 0.6 | -0.8 | -1.5 | -3.0 | 0.3 | 1.8 | .
O=C(CSc1nnc(-c2ccncc2)o1)N1CCCCCC1 | -0.3 | 5.8 | 17.8* | -1.2 | 3.6 | 19.5 | . | 0.5 | .
Cc1sc(NC(=O)C2=COCCO2)nc1-c1ccc(Br)cc1 | -0.2 | -0.5 | -12.1 | -1.9 | -1.4 | -6.5 | 2.9 | -4.9 | 0.8
O=C(NCCCCNC(=O)c1c(Cl)cccc1Cl)c1c(Cl)cccc1Cl | . | 1.6 | -1.1 | 1.4 | -0.7 | 4.6 | 0.4 | 2.0 | -1.6
Cc1ccccc1Nc1nnc(SCC(=O)NCc2cccs2)s1 | 0.4 | 1.0 | . | -2.4 | -0.3 | 4.9 | 1.7 | 7.3 | .
O=C(O)c1cc2c(s1)CCCC2 | 0.5 | 0.4 | . | -0.1 | i | 6.9 | 0.3 | 7.5 | -1.5
O=C(COc1nnnc2ccccc12)N1CCCc2ccccc21 | -1.3 | -3.0 | . | -1.4 | -1.9 | -5.0 | -0.8 | 2.5 | 1.2
CC(C)n1cnc2cc(NC(=O)c3ccco3)ccc21 | 0.6 | 1.5 | -0.2 | -4.3 | -1.3 | 2.3 | -1.1 | 1.1 | 1.9
CN(CCC#N)C(=O)Cn1nc(Cc2ccncc2)c2ccccc2c1=O | 0.6 | 0.8 | 0.3 | -1.6 | -0.2 | 5.3 | 1.2 | 1.1 | 0.4
CN(C)S(=O)(=O)c1cccc(C(=O)OCC(=O)N2CCCC2=O)c1 | -0.3 | 0.9 | 1.8 | -1.1 | -0.1 | 2.4 | 0.2 | 4.6 | 0.2
S=c1[nH]nc(COc2ccccc2)n1/N=C/c1ccccn1 | -0.8 | 1.9 | . | -4.7 | -1.0 | 5.9 | -1.2 | 2.0 | 0.9
CC(C)(C)c1ccc(S(=O)(=O)NC(=O)C2(C)CCN2C(=O)Cc2cc(F)ccc2F)cc1 (stereo unspecified) | . | -0.8 | 2.3 | -0.1 | -1.3 | 1.8 | . | 7.8 | 0.3

As entered above:
Mtb UGM inh result of Cc1ccccc1Nc1nnc(SCC(=O)NCc2cccs2)s1 = 1.7
FBA Mtb inh result of O=C(O)c1cc2c(s1)CCCC2 = 0.4

Returning to the listing; the 2 compounds before the break are reprinted first.
SMILES | PfHsp40 yeast | FBA Mtb inh | TcdB inh | FadD28 FP inh | Vc quorum ag | GDH-TPI inh | Mtb UGM inh | Y pestis TopoI | BioA inh
S=c1[nH]nc(COc2ccccc2)n1/N=C/c1ccccn1 | -0.8 | 1.9 | . | -4.7 | -1.0 | 5.9 | -1.2 | 2.0 | 0.9
CC(C)(C)c1ccc(S(=O)(=O)NC(=O)C2(C)CCN2C(=O)Cc2cc(F)ccc2F)cc1 (stereo unspecified) | . | -0.8 | 2.3 | -0.1 | -1.3 | 1.8 | . | 7.8 | 0.3
COC(=O)COc1ccc2c(-c3cccc([N+](=O)[O-])c3)cc(=O)oc2c1 | 1.6 | -2.5 | . | -1.0 | i | 20.4 | 0.8 | 3.3 | 0.6
COc1ccc(C(=O)Sc2ccc(C)cc2)cc1OC | -0.3 | -6.2 | . | -2.6 | 0.7 | 4.3 | 0.1 | 12.7 | 1.0
CCCC[C@@H]1CN=C(N)N1CCc1cccc(F)c1 | -0.2 | 0.3 | . | -3.1 | -2.2 | 3.4 | 1.2 | -2.6 | 0.6
COc1cccc(CN2CCNC(=O)C2CC(=O)NCCc2cccc(C)n2)c1OC (stereo unspecified) | 1.1 | 4.4 | 0.7 | -1.6 | -0.2 | -5.8 | -5.0 | -1.8 | .
CN1C(=O)c2cccc3c(Cl)ccc(c23)C1=O | 0.6 | 15.8 | . | -1.3 | i | 23.3 | 2.0 | -7.4 | -1.9
COc1ccc(N(CC(=O)NCc2ccccc2OC)S(=O)(=O)c2ccccc2)cc1 | 1.3 | 0.4 | 2.1 | -2.0 | -0.7 | 6.0 | 0.4 | 26.2 | .
CC(C)NC(=O)N(C)C[C@H]1Oc2ccc(NS(=O)(=O)c3ccccc3)cc2C(=O)N([C@H](C)CO)C[C@@H]1C | -0.9 | 1.8 | 1.0 | -2.3 | -0.5 | 6.0 | -1.5 | -7.1 | -1.1
CCN(CC)C(=O)CSc1nc2c(c(-c3cccnc3)c1C#N)CCCC2 | -0.8 | 1.2 | 0.2 | 0.2 | -2.2 | 1.3 | -0.5 | 20.3 | .
COc1cccc(NC(=O)c2ccnc(N3CCC(C(=O)NCc4cc(OC)ccc4OC)CC3)c2)c1 | 0.8 | -0.8 | . | 0.6 | i | 2.6 | -0.5 | 23.5 | 0.9
CC(=O)Nc1ccc(NC(=O)CSc2n[nH]c(-c3cccs3)n2)cc1 | -0.1 | 0.8 | 0.4 | -3.0 | -1.8 | -2.4 | 0.9 | 0.5 | .
COC(=O)c1c(NC(=O)/C=C/C(=O)O)sc(C)c1-c1ccc(C(C)C)cc1 | -0.1 | 2.9 | -2.9 | -3.6 | 3.8 | 14.8 | 1.2 | 12.3 | .
COc1ccc(NC(=O)C2=C(C)C(=O)OC23CCC(C)CC3)c(OC)c1 (stereo unspecified) | 2.0 | 3.4 | 1.1 | -3.6 | -1.6 | 1.0 | 2.8 | 0.7 | -2.0
Cc1ccnc(NC(=O)CCC(=O)N(CC(=O)NCc2ccccc2)Cc2cccs2)c1 | 0.1 | 0.1 | 0.5 | -3.5 | -0.3 | 3.5 | 5.2 | 15.7 | .
CCn1c(/N=C/c2ccc(OC)cc2O)nc2ccccc21 | -1.3 | 0.0 | 0.5 | -1.0 | i | 7.7 | -1.9 | 6.7 | -2.6
CC(=O)c1ccc(S(=O)(=O)Nc2cccc(-c3ccc4nncn4n3)c2)cc1 | -0.7 | 1.1 | . | -4.3 | 23.3* | 9.3 | -1.4 | -7.2 | 0.3
CN(C)S(=O)(=O)c1ccc(S(=O)(=O)N(CC(=O)Nc2ccccc2)Cc2ccco2)cc1 | -0.1 | -0.7 | . | -2.9 | 0.8 | -4.8 | 4.2 | -5.5 | -0.5
CC(C)C[C@H](NC(=O)Nc1ccc(Oc2ccccc2)cc1)C(=O)O | 1.0 | 0.2 | . | -3.5 | -3.4 | -2.5 | 2.1 | -1.6 | .
CCOC(=O)C1(C)CCN1C(=O)COc1ccccc1 (stereo unspecified) | . | -1.8 | 1.0 | -2.1 | i | -2.7 | . | 1.5 | 1.6
CCOc1ccc(N2CC(C(=O)N3CCc4ccccc43)CC2=O)cc1 (stereo unspecified) | -0.4 | 6.1 | -0.3 | -0.6 | i | 3.7 | 0.3 | 7.6 | -0.6
COc1ccc(CCN2CC(C(=O)NCCc3ccc(C(F)(F)F)cc3)CCC2=O)cc1 (stereo unspecified) | 0.7 | 2.9 | 0.5 | -4.4 | -0.3 | -2.7 | -1.2 | 17.3 | -4.4
C[C@H](CO)N1C[C@H](C)[C@@H](CN(C)S(=O)(=O)c2cccs2)Oc2c(NC(=O)Nc3ccc4c(c3)OCO4)cccc2C1=O | 0.8 | 3.1 | -0.2&-4.5 | 0.5 | 20.7 | 9.4 | -5.2 | -4.0 | -1.3&1.3
Cc1nnc(NC(=O)CSc2ncnc3scc(-c4ccccc4)c23)s1 | 1.5 | -0.7 | . | 0.3 | i | 27.8 | -1.8 | -1.0 | -1.7
COc1ccc(Cl)cc1C(=O)NNC(=O)c1ccncc1 | -0.9 | -0.3 | 0.5 | -0.5 | i | 22.1 | 2.0 | -13.1 | -2.8
Cc1cccc(-c2noc(CCC(=O)N3CCN(c4cc(C)ccc4C)CC3)n2)c1 | -0.8 | 2.5 | 1.1 | 0.7 | -1.9 | 7.3 | . | 31.4 | -4.2
COc1cccc(NC(=S)N/N=C2\CC(C)(C)Oc3ccc(O)cc32)c1 | -0.6 | 3.5 | -0.5 | -1.2 | -1.0 | 16.3 | -2.4 | -1.1 | .
COC(=O)c1sc2nc(SCc3cccc(F)c3)n(N)c(=O)c2c1C | 0.8 | -0.9 | . | -2.4 | -0.3 | -4.9 | -1.6 | 5.0 | -0.5
CCC1(CCC(C)C)SC(N)=NC1=O (stereo unspecified) | 2.4 | 2.7 | 0.3 | 0.2 | i | 17.0 | . | -6.1 | -4.1
CCOC(=O)c1cnc2ccc(OC)cc2c1NCCc1ccc(OC)c(OC)c1 | -0.5 | 8.3 | . | -3.6 | -0.3 | -5.7 | . | -0.1 | .
COc1ccc(NC(=O)c2sc3ncn(CC(=O)N4CCN(c5ccccn5)CC4)c(=O)c3c2C)c(OC)c1 | -0.1 | 0.9 | 1.6 | -1.8 | -0.4 | 10.9 | 1.1 | 3.9 | -0.5
COc1cccc(NC(=O)C(OC(=O)/C=C/c2ccc3c(c2)OCO3)c2ccccc2)c1 (stereo unspecified) | -0.6 | 4.3 | . | 2.5 | . | 16.4 | 0.2 | 2.9 | -1.3
CCCC1C2C(=O)N(c3ccccc3OCC)C(=O)C2ON1c1ccccc1 (stereo unspecified) | 0.8 | -1.3 | . | -0.5 | 6.7 | 6.4 | -1.3 | 5.0 | 0.2
C/C(=N\NC(N)=O)c1cccc(Cl)c1 | -0.2 | 1.2 | 1.7 | 0.3 | 0.0 | 5.7 | -1.9 | -7.7 | .
NC(=O)c1noc(C(=O)N(CC(=O)NC2CCCC2)Cc2ccc3c(c2)OCO3)c1N | 0.8 | 1.3 | . | -2.2 | 1.0 | -3.4 | 3.3 | -1.4 | -1.0
NNC(=O)c1ccc(Cn2cc(Cl)cn2)o1 | 12.4 | 2.2 | -7.7 | -3.6 | -0.6 | 5.4 | -1.1 | 4.4 | 2.9

Pulled one by one from above:
SMILES | PfHsp40 yeast | FBA Mtb inh | TcdB inh | FadD28 FP inh | Vc quorum ag | GDH-TPI inh | Mtb UGM inh | Y pestis TopoI | BioA inh
NC(=O)c1noc(C(=O)N(CC(=O)NC2CCCC2)Cc2ccc3c(c2)OCO3)c1N | 0.8 | 1.3 | . | -2.2 | 1.0 | -3.4 | 3.3 | -1.4 | -1.0
CCCC1C2C(=O)N(c3ccccc3OCC)C(=O)C2ON1c1ccccc1 (stereo unspecified) | 0.8 | -1.3 | . | -0.5 | 6.7 | 6.4 | -1.3 | 5.0 | 0.2

Bioassay records from PubChem.
